NR2E3 ag-1 – human photoreceptor-specific nuclear receptor agonism; inhibition of corepressor binding, % at 3.98 µM; Q9Y5X4; CHO-S Gal4-NCOR/VP16-NR2E3 two-hybrid, luciferase; hit rate 0.35% among 360,000; AID 602229;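 active = inhibition above the mean of all tested compounds plus 3 SD, cut at about 70% in these data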;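 also: 0% = DMSO with NR2E3 transfected cells and 100% = cells lacking NR2E3 construct; higher means lower luciferase signal from less NR2E3 corepressor binding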
Target sequence (Q9Y5X4 whole entry, looked up, the tested form may be a part): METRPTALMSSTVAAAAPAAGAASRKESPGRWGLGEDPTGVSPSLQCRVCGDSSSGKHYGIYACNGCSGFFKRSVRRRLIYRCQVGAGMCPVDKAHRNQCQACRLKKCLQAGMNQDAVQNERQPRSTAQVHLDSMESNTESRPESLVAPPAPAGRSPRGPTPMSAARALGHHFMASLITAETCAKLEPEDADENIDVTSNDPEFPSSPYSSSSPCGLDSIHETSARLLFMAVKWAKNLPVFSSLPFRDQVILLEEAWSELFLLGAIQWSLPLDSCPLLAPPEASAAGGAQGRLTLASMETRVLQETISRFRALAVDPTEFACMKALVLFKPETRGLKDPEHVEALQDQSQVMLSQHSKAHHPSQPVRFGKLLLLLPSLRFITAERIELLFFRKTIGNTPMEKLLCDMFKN
hiPSC survival – increases survival of single human iPS cells | hiPSC single-cell survival, ATPlite luminescence; 100% = ROCK inhibitor wells, 0% = DMSO | survival enhancement, % at 20 µM | hit rate 0.044% among 360,000 | AID 602274; in the data active = survival enhancement above about 18%;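 also: cells exposed to compounds for 16 hours before the ATP read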
PDI inh – blocks human protein disulfide isomerase activity. P07237. PDI insulin aggregation turbidity, A650, 90 min. inhibition, % at 10 µM. hit rate 0.052% among 350,000;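 active = mean inhibition across replicates of 30% or more, whatever share of single replicates reach that level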;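 also: absorbance from insulin aggregation driven by PDI reduction with DTT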
Target sequence (P07237 whole entry, looked up): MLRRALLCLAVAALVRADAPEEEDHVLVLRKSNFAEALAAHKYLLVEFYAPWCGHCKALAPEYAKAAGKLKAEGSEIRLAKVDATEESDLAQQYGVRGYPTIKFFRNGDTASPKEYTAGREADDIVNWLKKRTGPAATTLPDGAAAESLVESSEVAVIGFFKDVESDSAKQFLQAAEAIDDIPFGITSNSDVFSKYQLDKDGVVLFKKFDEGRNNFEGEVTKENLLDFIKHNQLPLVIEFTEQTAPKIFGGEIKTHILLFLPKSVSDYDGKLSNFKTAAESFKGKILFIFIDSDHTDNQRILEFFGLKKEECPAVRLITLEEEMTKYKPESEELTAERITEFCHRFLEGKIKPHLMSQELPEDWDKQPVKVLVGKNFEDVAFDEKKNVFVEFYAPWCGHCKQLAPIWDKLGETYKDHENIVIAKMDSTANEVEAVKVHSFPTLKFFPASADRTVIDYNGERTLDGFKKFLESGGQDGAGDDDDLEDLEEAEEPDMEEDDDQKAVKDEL
MITF TRPM1 inh – inhibitors of MITF-driven TRPM1 promoter in melanoma cells. inhibition, % at 12.5 µM. AID 488899. SK-MEL-5 TRPM1 promoter luciferase, 24 h. hit rate 0.83% among 330,000;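 active = mean inhibition across replicates of 60% or more, whatever share of single replicates reaches that level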; also: values of inactives mirror those of a sister screen read the other way
Vif imaging – HIV Vif inhibition; HEK293T cells, Vif self-association by quenched fluorescence, imaging, 24 h; hit rate 0.35% among 340,000; inhibition, % at 7.49 µM; in the data active = inhibition above about 50%, passing the limit was not always enough; also: some results filed as inactive read as strong as hits
HIF-2a inh – inhibitors of HIF-2a; 786-0 RCC cells HIF-2a reporter, luciferase luminescence, overnight; inhibition, % at 18.8 µM; hit rate 0.72% among 360,000;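 active = inhibition of the luminescence signal of 40% or more relative to plate controls, in a single-dose primary screen at 18.75 µM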
Peg3 prom inh – Peg3 promoter activity inhibition; hit rate 1.7% among 360,000; inhibition, % at 20 µM; AID 588405; HeLa PEG-Prom luciferase reporter, luminescence, overnight;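 active = inhibition of at least 50% at 20 µM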
NR2E3 ag-2 – activates human photoreceptor nuclear receptor NR2E3; Q9Y5X4; GST-NR2E3/biotin-RetCOR TR-FRET, 1536-well; inhibition of corepressor binding, % at 4.78 µM; hit rate 0.12% among 320,000; AID 2300;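 active = percent inhibition above the cutoff of mean plus 3 SD of all tested compounds, set per screening campaign, cut at about 20% in these data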;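 also: 0% = DMSO wells and 100% = biotin wells as full block of FRET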
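Material – GST-tagged NR2E3 plus biotinylated RetCOR corepressor · Quantity – NR2E3 fusion 1.35 nM · Times – 5 h incubation at 4 °C · Medium – pH 7.5 Tris-based buffer · Technique – TR-FRET, Eu(K)-anti-GST donor, streptavidin-D2 acceptor, ex 340, em 617/671 nm · Benchmarks – high control biotin, low control 0.6% DMSO · Format – 1536-well plates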
aDG glyco act – alpha-DG glycosylation activation; activation, % at 10 µM; hit rate 0.22% among 360,000; Pro5-aDG cells, alpha-DG glycosylation AlphaScreen (IIH6); 0% Pro5, 100% B10-LARGE cell signal;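 active = activation of at least 8% versus controls, or a plate z-score of at least 8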;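 also: Pro5 are CHO cells carrying HIG-tagged alpha-DG that lacks glycosylation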
Exocytosis inh – lytic granule exocytosis inhibition; TALL-104 LAMP-1 surface exposure, flow cytometry; cells stimulated with thapsigargin and PMA; inhibition, % at 10 µM; AID 651702; hit rate 0.66% among 360,000;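 active = inhibition above about 55%, limit read from the data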
CaV13 FRET inh – Disruptors of the CACNA1D IQ motif to Ca2+-dependent inactivation inhibitor domain association, primary screening, Förster resonance energy transfer in intact living …; hit rate 0.098% among 340,000; inhibition, % at 12.3 µM; HEK cells, CFP/YFP FRET ICDI-IQ, plate reader, 10 min; percent FRET-ratio fall versus neutral wells;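 active = mean replicate inhibition of at least 30% and at least 1% of replicates passing that level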;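 also: 0% = median of the neutral control wells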
Numbers without * were called inactive; x = not tested or not shown.

Sequence of screens – hiPSC survival	aDG glyco act	MITF TRPM1 inh	CaV13 FRET inh	Exocytosis inh	Vif imaging	NR2E3 ag-1	HIF-2a inh	PDI inh	Peg3 prom inh	NR2E3 ag-2
1) Cc1cccc(N2CCN(C(=O)C3CCN(S(=O)(=O)c4cnc[nH]4)CC3)CC2)c1C
  -0.6	-0.3	-1.3	-5.9	0.1	15.8	-25.9	-7.5	-0.8	5.2	-2.7
2) N#Cc1ccc(OCC(O)CS(=O)(=O)c2ccccc2)cc1 (configuration not stated)
  -0.6	-0.2	3.5	-0.6	-0.5	27.3	-17.3	9.8	3.4	0.7	3.5
3) CC1CN(Cc2ccc(C#N)cc2Cl)CC(C)O1 (configuration not stated)
  2.5	0.1	-2.9	-4.5	-0.2	-2.9	3.6	14.4	4.2	4.6	1.4
4) Cc1ccc(/C=N/NC(=O)Cc2c[nH]c3ccccc23)c(C)c1
  1.3	0.3	17.8	-5.3	-1.5	-13.3	-17.9	-23.2	9.4	26.9	-2.2
5) Nn1c(COc2ccccc2F)nnc1SCC(=O)NC1CC1
  0.9	-0.1	0.0	-4.0	-1.9	0.6	5.6	-8.8	-6.9	-5.9	-0.1
6) COc1ccc([C@H]2CC(=O)C=C(c3ccc(-c4ccccc4)c(F)c3)C2)cc1
  -3.6	0.0	-28.9	-4.5	4.8	19.9	-7.8	-207.9	2.9	-62.1	-1.3
7) CC(=O)Nc1ncc(Cc2ccc(Cl)cc2Cl)s1
  -0.7	0.0	1.1	-1.3	-2.1	-10.9	20.6	-19.1	0.3	-26.7	-3.9
8) Cc1cc(C(=O)O)cc(S(=O)(=O)Nc2c(C)nn(C)c2C)c1C
  5.9	-0.1	4.8	-4.5	0.7	3.5	-17.0	10.1	4.3	17.6	x
9) CCC(C)[C@H]1CNCCN1CCCc1cc(OC)c(OC)c(OC)c1 (some centres not stated)
  -0.8	0.2	-11.7	-10.4	4.6	-0.6	-35.7	15.3	-2.0	-12.6	3.0
10) O=C(CCSCCC(=O)NCc1cccs1)NCc1cccs1
  0.2	0.0	0.6	-6.2	-2.2	6.9	-14.6	15.8	-2.9	-1.0	1.6
11) Cc1noc(C)c1NC(=O)Nc1cccc2c1O[C@H](CN(C)S(=O)(=O)c1ccccc1)[C@@H](C)CN([C@H](C)CO)C2=O
  -0.1	-0.2	2.5	-3.8	0.2	0.4	-11.1	-4.4	7.1	-5.8	x
12) CCn1c(SC(=O)NC2CCCCC2)nnc1-c1cccs1
  0.4	-0.1	50.4	-3.3	0.1	-9.1	-9.4	30.6	-4.2	44.2	3.0
13) CC(=O)Nc1cc(-c2ccc(C(=O)N3CCOCC3)cc2)cn2c(-c3ccc(C(C)=O)cc3)cnc12
  -2.0	-0.3	x	-5.5	1.7	1.8	-34.2	28.2	-6.9	18.6	x
14) CC(=O)CCc1c(C)c2cc(C)ccc2[nH]c1=O
  1.8	0.5	-8.1	-5.3	-0.4	15.5	-37.1	-84.8	0.2	-81.3	1.9
15) CSCC(=O)N1CCC(n2nccc2NC(=O)c2ccc3c(c2)OCO3)CC1
  1.2	0.0	-28.7	-14.7	-3.2	10.5	-26.9	-141.6	3.2	-157.8	1.7
16) C=CCSc1nnc2c(n1)-c1cccc3cccc-2c13
  -1.8	-0.3	-2.0	-10.9	-3.1	-8.0	-38.6	-146.6	-5.0	-120.4	1.1
17) OC[C@H]1O[C@@H](c2nc(-c3ccc(C4OCCO4)cc3)no2)[C@H](O)[C@@H]1O
  3.7	-0.4	x	-11.9	8.0	x	14.9	-41.1	-1.0	-22.9	x
18) CCOC(=O)CSc1nc(-c2ccccc2)nc2ccc(F)cc12
  -1.9	0.1	9.3	x	-7.1	11.7	10.7	10.7	-5.1	-1.6	-0.5
19) COc1ccc(NC(=O)c2cc3c(-c4ccc(OC)c(OC)c4)nn(C)c3s2)cc1OC
  -1.8	-0.2	22.2	-4.5	-1.8	-9.0	-22.1	-2.0	-0.5	-69.0	1.9
20) CCOC(=O)c1nnn(CC(=O)NC(=O)Nc2ccccc2)c1C(=O)OCC
  -0.3	0.0	-0.9	-6.1	-3.0	-0.5	15.7	4.4	1.6	7.8	-2.5
21) CCn1c(=O)c([N+](=O)[O-])c(NCCc2ccccc2)c2ccccc21
  5.4	0.5	5.6	x	4.9	-22.4	-1.4	20.4	-0.3	23.1	-2.2
22) O=C(O)CCc1ccc(-c2ccc(Br)cc2)n1NC(=O)c1ccc([N+](=O)[O-])cc1
  -0.1	0.0	-7.4	-5.4	-2.9	x	6.8	12.0	20.6	7.3	-0.1
23) CN(C)C(=O)c1ccc(NC(=O)c2sccc2-c2ccccc2)cc1
  -0.2	-0.1	-2.0	-6.8	-5.6	-0.7	-18.6	-1.4	16.4	11.5	3.5
24) Cc1cc(=O)[nH]c(SCC(=O)N2CCC(Cc3ccccc3)CC2)n1
  -0.6	0.7	-4.2	3.2	1.2	-3.1	-11.1	15.9	-1.8	10.1	-3.5
25) CS(=O)(=O)c1ccc(NC(=O)C2CC(=O)N(c3ccc4c(c3)OCCO4)C2)cc1 (configuration not stated)
  -0.5	0.2	2.3	-5.7	-3.8	11.4	-18.2	12.0	-16.0	10.5	0.0
26) COc1cccc(N(C(=O)Cc2cccs2)C(C(=O)NC2CCCC2)c2ccncc2)c1 (configuration not stated)
  -0.6	-0.1	-14.6	-4.8	4.0	4.5	-6.6	-40.1	-2.1	-61.3	-0.9
27) O=C(CSCc1ccc([N+](=O)[O-])cc1)Nc1ccc(S(=O)(=O)N2CCCCCC2)cc1
  -3.6	0.2	4.0	-2.3	1.3	-17.8	6.7	12.5	-2.3	10.6	-2.0
28) COCCN1C(=O)N[C@@H](c2cccc(F)c2)C(C(=O)OC)=C1C
  2.6	-0.2	3.2	-4.9	-10.2	-1.9	-28.7	1.7	-5.4	1.3	3.6
29) C=CCN(C(=O)CCC(=O)O)C1CC(=O)N(c2ccc(OC)cc2)C1=O (configuration not stated)
  7.5	0.1	5.4	-5.3	4.5	2.3	-10.5	15.4	2.8	7.6	-0.6
30) Cc1ccc(OCCCC(=O)N2CCOCC2)cc1
  9.3	0.1	-14.6	-7.3	3.5	21.1	-5.2	-57.9	4.8	-41.0	2.8
31) CCOC(=O)N1CCN(Cc2nc(-c3cccc(Cl)c3)no2)CC1
  -0.4	0.6	15.6	-3.8	-0.4	3.3	25.7	-13.4	-3.3	-17.9	0.4
32) COc1cccc(C=NN2CCCCCC2)c1OC
  3.0	-0.1	-61.4	-2.4	4.8	-2.1	-19.3	-267.7	-2.6	-205.5	x
33) CCC(=O)Nc1ccc(SC#N)cc1C
  -2.6	0.0	5.1	-7.6	-0.7	32.5	-7.9	24.7	1.0	7.4	-4.9
34) COc1ccc(C(O)c2cnc(C)n2Cc2ccccc2)cc1 (configuration not stated)
  -2.9	0.4	x	-6.3	-1.9	-17.2	0.2	-10.1	-2.5	-10.1	x
35) COc1ccc(CNC(=O)COc2ccc([N+](=O)[O-])cc2)cc1
  1.9	-0.2	2.5	-4.1	-2.6	1.7	-18.7	9.4	-2.9	-6.2	0.1
36) COC(=O)COc1ccc2oc(=O)cc(-c3cc4ccccc4o3)c2c1
  0.7	-0.3	-16.7	-7.2	5.0	-0.2	-8.9	6.7	-7.5	11.3	-2.0
37) COc1ccc(Cc2nnc(SCC(=O)c3ccc(OC)cc3)o2)cc1
  1.0	-0.1	2.6	x	-1.9	-8.8	-26.1	3.6	1.1	2.7	-1.1
38) COc1ccc(O)c(C2=Nc3ccccc3N=C(c3cccs3)C2)c1
  1.7	-0.1	8.2	-3.6	-1.2	10.6	7.3	13.3	1.9	2.9	-3.7
39) C/C(Cn1cnc([N+](=O)[O-])n1)=N\NC(=O)c1ccc(O)cc1O
  -0.4	0.4	4.4	-5.5	-4.5	-1.4	-20.2	1.4	4.4	9.7	0.8
40) CCCCN(C)C(=O)C1CCC(CNS(=O)(=O)c2ccc3c(c2)CC(C)N3C(C)=O)CC1 (configuration not stated)
  -0.2	0.5	-1.1	-3.3	-2.2	-10.9	20.2	1.8	11.2	-3.7	1.1
41) Cc1cccc(NC(=O)C(=O)NCCc2c[nH]c3ccccc23)c1C
  -0.8	0.0	-2.3	-5.9	-0.9	-2.0	-9.2	-26.0	-3.4	-24.1	-0.9
42) Cc1nnc(SC(C)C(=O)Nc2ccc(S(=O)(=O)N3CCCCCC3)cc2)s1 (configuration not stated)
  -0.2	-0.1	1.9	-5.0	-1.3	-10.3	-19.6	16.3	4.0	18.7	0.4
43) CC(C)CCCC(C)CCOC(=O)CN1CCCC1 (configuration not stated)
  0.8	0.0	2.7	5.4	1.5	-1.7	-27.1	19.7	0.7	3.6	-0.6
44) CCCCCCn1c(=O)c(-c2ccccc2)c(O)c2ccccc21
  1.6	-0.2	12.2	-1.2	9.6	-1.9	-0.5	19.0	-5.3	8.2	-0.8
45) C#CCN1C=C(C(=O)OCC)C(C)N(Cc2ccccc2I)S1(=O)=O (configuration not stated)
  1.2	0.1	36.9	-5.8	10.7	-1.6	-42.4	24.8	11.1	36.9	x
46) Cc1ccccc1C(=O)NCC(=O)OCC(=O)NNC(=O)c1ccccc1F
  3.1	-0.1	x	-14.8	-2.6	x	9.5	0.0	1.3	0.6	x
47) CC(OC(=O)c1ccc(Cl)c(S(=O)(=O)N2CCc3ccccc32)c1)C(=O)Nc1ncc(Cl)cc1Cl (configuration not stated)
  0.4	0.3	-4.0	-4.9	-0.8	-3.3	-2.2	19.6	-2.2	7.5	0.6
